Screening results as filed in PubChem.
Cneo AK release = Cryptococcus neoformans lysis via adenylate kinase release. C. neoformans lysis, adenylate kinase release luminescence, 4 h; normalised: neutral wells 0, clomiphene wells 100. lysis activity, % at 15 µM. 0.2% of 360,000 active;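 active = mean lysis activity across replicates of at least 80%, whatever share of replicates individually reach that level; inactive = mean lysis activity below 80%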
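Signal: Adenylate kinase release luminescence | Assay system: Log-phase Cryptococcus neoformans yeast cells | Input: Cells at 5 × 10^6 per mL | Buffer or medium: Fresh YPD growth medium | Compound: Single dose | Schedule: Static 4 h at 37 °C with compound, 1 h detection | Controls: Clomiphene | Read-out: Luminescence rise reflecting yeast cell lysis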
miR-122 sensor = miR-122 inhibition in Huh7 cells | Huh7 miR-122 Renilla luciferase sensor, 48 h; neutral wells = 0, positive control = 100 | activation (reporter increase), % at 12.5 µM | 0.3% of 340,000 active | AID 602342;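 active = mean replicate activation score at least 90 and every replicate individually at or above 90; inconclusive = only one of the two criteria met; inactive = neither criterion met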;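 also: higher luciferase means less miR-122 activity so hits act as miR-122 inhibitors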
ARNT-TACC3 inh = disrupts binding between human ARNT and TACC3; Q9Y6A5; AlphaScreen His-ARNT PAS-B/GST-TACC3 binding, luminescence; TACC3 fragment carries E629A point mutation; inhibition, % at 9.99 µM; 0.66% of 390,000 active; AID 623870;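 active = mean inhibition of replicates at least 50% and at least half of replicates each reaching 50%; inconclusive = half or more replicates reach 50% but mean below 50%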;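 also: 0% = complete ARNT plus TACC3 wells and 100% = ARNT alone without TACC3; many hits fall short of the cut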
SIRT5 block = sirtuin-5 (human) deacylase inhibition. Purified SirT5, succinyl-peptide AMC, trypsin-coupled fluorescence. 1.1% of 330,000 active. inhibition, % at 15 µM. Q9NXA8; in the data active = inhibition above about 15%; inconclusive = no clear call, values can overlap the other calls
Target sequence (Q9NXA8 whole entry, looked up): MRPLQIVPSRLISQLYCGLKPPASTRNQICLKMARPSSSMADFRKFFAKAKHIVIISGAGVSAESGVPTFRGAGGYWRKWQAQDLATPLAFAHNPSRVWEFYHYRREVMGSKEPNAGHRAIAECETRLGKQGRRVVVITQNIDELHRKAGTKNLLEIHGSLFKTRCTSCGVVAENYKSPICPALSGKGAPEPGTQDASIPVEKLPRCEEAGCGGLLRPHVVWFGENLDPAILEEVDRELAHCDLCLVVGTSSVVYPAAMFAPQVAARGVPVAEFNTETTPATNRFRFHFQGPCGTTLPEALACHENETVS
C2C12 statin = protects C2C12 myotubes from simvastatin toxicity | ATP luminescence, 48 h; scaled: DMSO 0, geranylgeraniol control 100 | rescue of ATP level, % at 7.49 µM | 0.78% of 330,000 active | AID 602340;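 active = mean ATP rescue above about 67%, or every replicate alone reaching that limit, limit read from the data, passing the limit was not always enough; inconclusive = no clear call, values can overlap the other calls; inactive = mean under the limit and some replicate under it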;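 also: myotubes were challenged with 10 µM simvastatin during compound exposure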
esBAF inh = SWI/SNF esBAF complex inhibition; mouse ES cells, Bmi1-luciferase knock-in reporter, 24 h; 100% = twice the neutral-well signal; reporter increase, % at 12.5 µM; 2% of 350,000 active; AID 602393; in the data active = activation above about 40%; inconclusive = no clear call, values can overlap the other calls;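 also: 0% = median of the plate's neutral control wells and 100% = double that signal; a rise in the Bmi1 reporter signal indicates esBAF inhibition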
ERp5 inh = inhibitors of human ERp5 | Q15084 | ERp5 insulin aggregation, absorbance 650 nm, 90 min | inhibition, % at 9.99 µM | 0.05% of 350,000 active | AID 651711;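 active = mean replicate inhibition above about 25%, with every replicate also reaching it, limit read from the data, passing the limit was not always enough; inconclusive = only one of those two criteria met; inactive = neither criterion met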
Target sequence (Q15084 whole entry, looked up): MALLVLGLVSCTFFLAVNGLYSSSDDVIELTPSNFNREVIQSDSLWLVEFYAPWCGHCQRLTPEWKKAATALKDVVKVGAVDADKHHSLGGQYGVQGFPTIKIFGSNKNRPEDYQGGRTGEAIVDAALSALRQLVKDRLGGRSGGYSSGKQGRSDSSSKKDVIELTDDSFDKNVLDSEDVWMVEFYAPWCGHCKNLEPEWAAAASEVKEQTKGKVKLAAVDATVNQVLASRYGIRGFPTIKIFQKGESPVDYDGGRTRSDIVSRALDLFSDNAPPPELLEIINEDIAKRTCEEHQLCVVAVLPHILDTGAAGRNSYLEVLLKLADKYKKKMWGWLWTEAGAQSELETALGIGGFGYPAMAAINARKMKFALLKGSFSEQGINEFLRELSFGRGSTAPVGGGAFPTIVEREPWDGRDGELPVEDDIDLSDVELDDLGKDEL
* = called active by the depositor; ? = inconclusive; · = no result given; & = joins results of further samples; [ ] = dose if it differs, or a comment.

structure	Cneo AK release	miR-122 sensor	ARNT-TACC3 inh	SIRT5 block	C2C12 statin	esBAF inh	ERp5 inh
CC(=O)N1c2ccc(S(=O)(=O)NCC3CCC(C(=O)Nc4cccc(C)n4)CC3)cc2CC1C (stereo not drawn)	7	1	-5	-1	61	2	1
Cc1c(C(=O)OCC(C)(C)CN(C)C)oc2ccccc12	-6	4	0	·	95*	29	·
CC1(C)CSC(=S)N1S(=O)(=O)c1ccccc1	-1	·	64*	0	17	9	2
COc1cccc(CNC(=O)Cc2c(C(=O)O)[nH]c3ccccc23)c1	0	2	-4	·	2	-3	·
Cc1nn(CC#N)c(=O)n1-c1ccc(F)cc1	0	6	-18	·	-1	-8	·
COCCn1c(N)c(Sc2ccccc2)c(=O)[nH]c1=O	3	1	-1	1	6	-3	-1
COc1ccc(NC(=O)CNc2ccc(OC)c(S(=O)(=O)N3CCOCC3)c2)cc1	-2	-30	·	0	19	5	0
COc1ccc(CN(C)CC(=O)Nc2cccc(S(N)(=O)=O)c2)c(OC)c1OC	·	-5	8	·	5	6	2
C[C@@H]1CN([C@H](C)CO)C(=O)CCCn2cc(nn2)CO[C@H]1CN(C)S(=O)(=O)c1ccc(Cl)cc1	-4	1&1[16.7 µM]	-6	-3	3&6	-3&-1	1&0
Cc1ccc(-c2noc(CN(C(=O)CCCCCN3C(=O)c4ccccc4C3=O)C(C)C)n2)cc1	-3	5	-1	·	·	·	·
CC(C)(C)C(=O)NC(NC(=O)C(C)(C)C)c1ccc([N+](=O)[O-])cc1	-6	1	-2	·	·	·	·
CC(C)NC(=O)N(C)C[C@H]1OCCCC[C@@H](C)Oc2ccc(NC(=O)Nc3ccc(C(F)(F)F)cc3)cc2C(=O)N([C@@H](C)CO)C[C@H]1C	0	-7[16.7 µM]	1	1	·	0	4
CN(CC(=O)Nc1cccc(F)c1)C(=O)CSc1ccccc1F	1	-1	-31	3	-1	-8	-2
Cc1nn(-c2ccccc2)c(-n2cccc2)c1C(=O)O	0	0	0	·	·	·	·
COc1nc(Nc2ccccc2F)nc(OC)n1	6	·	-7	1	-17	9	5
Cc1c(Cl)cnc(NC(=O)COC(=O)[C@H](C)NC(=O)c2ccccc2)c1Cl	-2	·	3	-3	3	-3	0
O=C(COc1ccccc1C(=O)c1cnn(-c2ccccc2)c1)Nc1ccc2ccccc2c1	-2	-1	-1	-1	4	82*	3
O=C(C[C@H]1C[C@H]2c3cc(NS(=O)(=O)c4ccc(F)cc4)ccc3O[C@H]2[C@@H](CO)O1)NCc1ccccn1	0	0[16.7 µM]	-11	-15	-3	0	2
CN(C)S(=O)(=O)c1ccc(C(=O)NCC[N+]2(C)CCCCCC2)o1	-3	1	-3	-2	-3	4	0
Cn1cccc1/C=C(\C#N)C(N)=S	2	-2	9	1	10	8	-4
Cc1ccccc1NC(=O)CCCCCN1C(=O)[C@@H]2Cc3ccccc3CN2C1=O	-1	5	1	-6	9	-5	8
Cc1cccc(-c2cccc(NC(=O)C3CCCN(C(=O)c4csc(C)n4)C3)c2)c1 (stereo not drawn)	3	-1	5	0	0	17	5
COc1ccc([C@@H]2CC(=O)c3c(O)cc(O[C@@H]4O[C@H](CO[C@@H]5O[C@@H](C)[C@H](O)[C@@H](O)[C@H]5O)[C@@H](O)[C@H](O)[C@H]4O)cc3O2)cc1O	1	3	-2	1	2	-2	5
COc1ccccc1CN(C)C[C@@H]1OCc2cn(nn2)CCCC(=O)N([C@@H](C)CO)C[C@@H]1C	19	-3[16.7 µM]	-5	-1	2	2	-3
Cc1ccc2c(c1)N(CCCC(=O)NCc1cccnc1)C(=O)CO2	0	-4	-10	·	·	-9	-3
Cc1ccccc1NC(=O)c1cc2ccccc2o1	-2	·	-7	-5	0	47*	2
COc1ccc(S(=O)(=O)NN(C)c2ncc(C(F)(F)F)cc2Cl)cc1	·	·	1	0	·	·	0
COc1ccc(NC(=S)N2CCC3CC2c2cc(-c4ccc5c(c4)OCO5)ccc23)c(OC)c1 (stereo not drawn)	0	36	·	2	12	0	-5
CSc1ccc(/C=C/C(=O)OCC(=O)N2CCN(S(=O)(=O)c3ccc(C)cc3C)CC2)cc1	-1	-4	·	-1	4	-4	2
CCCCc1cc(=O)oc2c(CN(C)C)c(O)c(Cl)cc12	-1	-4	-4	·	-2	-5	·
CC(C)(C)OC(=O)N(CCc1ccccc1)Cc1ccccc1OCc1ccc(NC(=O)C2CCC2)cc1	9	0	11	-1	-4	5	7
C[C@H]1CN([C@@H](C)CO)C(=O)c2cc(/C=C/c3ccccc3)cnc2O[C@H]1CN(C)C(=O)c1ccc(F)cc1	-6	-5[16.7 µM]	9	-14	-7	-3	4
COc1ccc(NC(=O)CN(C)C(=O)c2ccc(NS(=O)(=O)c3ccc4[nH]c(=O)[nH]c4c3)cc2)cc1	-2	5	3	1	-1	-1	-2
CCc1cccc2c(C(=O)COC(=O)[C@@H]3CC(O)CN3S(=O)(=O)c3ccccc3[N+](=O)[O-])c[nH]c12 (stereo partly drawn)	-1	·	5	·	·	-11	-6
O=C(NCc1ccc(F)cc1)c1cc(S(=O)(=O)N2CCCCC2)c[nH]1	1	1	3	1	11	0	-5
COc1ccc(CN2CCN(C(=O)Cn3nc(C)n4cccc4c3=O)CC2)c(OC)c1OC	-2	0	-6	0	-3	3	6
CCN(CCn1cccn1)Cc1cn[nH]c1-c1cccc2ccccc12	·	2	7	-2	-8	-6	3
CCOc1ccc(CN(C(=O)c2cc3ccccc3oc2=O)C2CCS(=O)(=O)C2)cc1 (stereo not drawn)	·	·	-1	2	-8	76*	6
O=C(O)[C@@H]1CCCN(S(=O)(=O)c2cccc3cccnc23)C1	1	-1	0	-5	2	11	2
CCCCn1c(=O)[nH]c(=O)c2c1nc(-c1ccc(C#N)cc1)n2C1CCCC1	-2	1	·	·	7	0	·
O=C(CSc1ccc(Cl)cc1)NC(=O)c1ccccc1	1	·	·	-3	3	4	7
CCOc1cc(/C=C2/C(=N)N3C(=NC2=O)SN=C3S(=O)(=O)CC)ccc1OC(=O)c1ccco1	0	·	12	12	-3	-7	3
CC1=[N+](C)c2ccc3ccccc3c2C1(C)C	·	·	13	0	·	·	10
CCOC(=S)SCC(=O)Nc1nc(-c2ccc(Br)cc2)cs1	·	27	1	1	17	-28	1
O=C(Cn1c(=O)c2c3c(sc2n(Cc2ccccc2)c1=O)CCCC3)NCCO	-1	5	-7	-3	53	5	5
CCN(CC)CCNC(=O)c1ccc(CS(=O)(=O)c2ccc(Br)cc2)o1	3	-3	·	-5	-10	4	1
COc1cccc(C#Cc2ccc3c(c2)O[C@@H](CN(C)C(=O)CN2CCOCC2)[C@H](C)CN([C@@H](C)CO)S3(=O)=O)c1	-1	-3[16.7 µM]	-4	0	?	5	-1
CNC(=S)NNC(=O)c1sccc1OCc1ccc(Cl)cc1Cl	5	0	-3	·	6	0	·
O=C(C1CCCN(Cc2ccccc2F)C1)N1CCCC1 (stereo not drawn)	-5	0	0	-4	13	-6	0
Cc1cc(C(=O)Nc2cccc3c2O[C@H](CN(C)C(=O)Nc2c(C)noc2C)[C@H](C)CN([C@H](C)CO)C3=O)n(C)n1	-1	-1[16.7 µM]	-7	-2	-5	1	1

5 entries out of the list above, ordered by the value under SIRT5 block, descending:
smiles | SIRT5 block
CCOc1cc(/C=C2/C(=N)N3C(=NC2=O)SN=C3S(=O)(=O)CC)ccc1OC(=O)c1ccco1 | 12
CCOC(=S)SCC(=O)Nc1nc(-c2ccc(Br)cc2)cs1 | 1
CC1=[N+](C)c2ccc3ccccc3c2C1(C)C | 0
O=C(C1CCCN(Cc2ccccc2F)C1)N1CCCC1 (stereo not drawn) | -4
CCN(CC)CCNC(=O)c1ccc(CS(=O)(=O)c2ccc(Br)cc2)o1 | -5

In another format: results already given
Value order: Cneo AK release, miR-122 sensor, ARNT-TACC3 inh, SIRT5 block, C2C12 statin, esBAF inh, ERp5 inh
> CCN(CC)CCNC(=O)c1ccc(CS(=O)(=O)c2ccc(Br)cc2)o1
→ 3, -3, ·, -5, -10, 4, 1
> COc1cccc(C#Cc2ccc3c(c2)O[C@@H](CN(C)C(=O)CN2CCOCC2)[C@H](C)CN([C@@H](C)CO)S3(=O)=O)c1
→ -1, -3[16.7 µM], -4, 0, ?, 5, -1
> CNC(=S)NNC(=O)c1sccc1OCc1ccc(Cl)cc1Cl
→ 5, 0, -3, ·, 6, 0, ·
> O=C(C1CCCN(Cc2ccccc2F)C1)N1CCCC1 (stereo not drawn)
→ -5, 0, 0, -4, 13, -6, 0

The list goes on:
structure	Cneo AK release	miR-122 sensor	ARNT-TACC3 inh	SIRT5 block	C2C12 statin	esBAF inh	ERp5 inh
CC(C)CCNC(=O)C(c1ccco1)N(Cc1cccs1)C(=O)Cn1nnc2ccccc21 (stereo not drawn)	0	6	-1	·	11	11	·
COc1ccc(CCNC(=O)[C@H](C)N2C(=O)N3CCc4c([nH]c5ccccc45)[C@@]3(C)C2=O)cc1OC	12	-9	5	-1	9	-11	-3
O=C(C1CCN(S(=O)(=O)c2cccc3nsnc23)CC1)N1CC=C(c2ccccc2)CC1	0	-18	-2	·	·	·	·
C[C@H]1CCCCO[C@@H](CN(C)Cc2ccc(C(F)(F)F)cc2)[C@@H](C)CN([C@@H](C)CO)C(=O)c2cc(NC(=O)Cc3ccccc3)ccc2O1	5	-20[16.7 µM]	1	·	6	0	·
COC(=O)c1sccc1NC(=S)Nc1ccc(OC)cc1	·	·	-1	-3	·	·	-2
CC1CCCN(C(=O)c2ccc(S(=O)(=O)Nc3ccccc3Cl)cc2)C1 (stereo not drawn)	2	1	-4	-2	4	2	-2
CC(=O)c1ccc(OCCCC(=O)Nc2cccc(S(=O)(=O)N3CCCCC3)c2)cc1	3	-2	1	1	3	0	0
COCCN1CCN(C(=O)c2cc(COc3cncc(Cl)c3)on2)CC1	4	2	·	0	·	·	2
CC(C)NC(=O)Nc1ccc2c(c1)C(=O)N([C@H](C)CO)C[C@H](C)[C@H](CN(C)Cc1ccccc1)OCCCC[C@@H](C)O2	36	3[16.7 µM]	16	11	-19	-7	0

3 compounds from above, ordered by heavy-atom count, smallest number first:
structure	Cneo AK release	miR-122 sensor	ARNT-TACC3 inh	SIRT5 block	C2C12 statin	esBAF inh	ERp5 inh
COC(=O)c1sccc1NC(=S)Nc1ccc(OC)cc1	·	·	-1	-3	·	·	-2
COCCN1CCN(C(=O)c2cc(COc3cncc(Cl)c3)on2)CC1	4	2	·	0	·	·	2
O=C(C1CCN(S(=O)(=O)c2cccc3nsnc23)CC1)N1CC=C(c2ccccc2)CC1	0	-18	-2	·	·	·	·
